Cycloheximide cs – Cycloheximide Counterscreen for Small Molecule Inhibitors of Shiga Toxin; max response, %; actives 12% (n = 300,000); cell reporter, cycloheximide protein synthesis inhibition counterscreen; in the data active means max response mostly above about 13%, no sharp cut-off; inactive means mostly below about 14%; further: read at 38.3 µM for the half of the compounds with a filed dose; 0% is about no effect
Giardia FBPA inh – qHTS Assay for Inhibitors of Fructose-1,6-bisphosphate Aldolase from Giardia Lamblia | purified Giardia FBPA | Potency, µM (titrated, usually from 59.6 µM), inactives show at the highest dose activity, negative = inhibition, most hits filed as inhibitors | actives 0.71% (n = 290,000) | AID 2451, 2010; further: potency means the concentration at half of the fitted maximal effect; on the % scale 0 is the no-effect control and ±100 the full control effect; nearly all actives have a fitted effect of over 55% in size
Target sequence (A8B2U2 whole entry, looked up): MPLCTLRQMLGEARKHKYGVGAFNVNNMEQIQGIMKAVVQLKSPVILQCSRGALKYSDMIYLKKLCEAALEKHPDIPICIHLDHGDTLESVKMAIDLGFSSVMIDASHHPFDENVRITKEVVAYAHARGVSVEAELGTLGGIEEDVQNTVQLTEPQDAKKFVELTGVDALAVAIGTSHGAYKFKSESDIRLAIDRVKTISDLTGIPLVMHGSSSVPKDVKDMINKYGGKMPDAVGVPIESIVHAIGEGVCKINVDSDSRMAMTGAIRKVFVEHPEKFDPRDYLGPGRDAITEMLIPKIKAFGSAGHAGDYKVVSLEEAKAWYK
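Giardia FBPA (40 nM reagent) was preincubated 10 min at RT with compound (up to 57.5 uM final), then substrate plus GAPDH/TPI/NAD/arsenate coupling system with diaphorase/resazurin was added; resorufin fluorescence (525/598 nm) was read after 20 min.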
Pf growth 96h – Primary qHTS for delayed death inhibitors of the malarial parasite plastid, 96 hour incubation. P. falciparum luciferase reporter growth, 96 h. Potency, µM (top dose mostly 28.7 µM), inactives show top-dose activity change, negative = inhibition, hits mostly inhibitors. actives 6.9% (n = 320,000); further: potency means the concentration at half of the fitted maximal effect; on the % scale 0 is the no-effect control and ±100 the full control effect
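Plates of compound plus infected erythrocytes (2% hematocrit, 0.05% parasitemia final) incubate 96 hours, 37 C, 5% CO2. Detection reagent added; reduced luminescence from the parasites' luciferase reporter flags inhibition.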
Pf growth 48h – Primary qHTS for delayed death inhibitors of the malarial parasite plastid, 48 hour incubation. actives 5.9% (n = 310,000). P. falciparum luciferase growth in erythrocytes, 48 h. AID 504832, 2011. Potency, µM (top dose mostly 28.7 µM), inactives show at the top dose activity change, negative = inhibition, most hits filed as inhibitors; further: potency means the concentration at half of the fitted maximal effect; on the % scale 0 is the no-effect control and ±100 the full control effect
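Compounds are pin-transferred into medium, infected erythrocytes (2% hematocrit, 0.1% parasitemia final) are added, and plates sit one parasite generation at 37 C in 5% CO2. Detection reagent is then added and luminescence measured.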
HCV inhibitor – qHTS Assay for Inhibitors of Hepatitis C Virus (HCV) | AID 651820, 2012 | Huh7.5.1 HCVcc-Cre infection, luciferase reporter, 44 h | actives 3.4% (n = 340,000) | Potency, µM (titrated, usually from 41.8 µM), for the others: top-dose activity change, negative = inhibition, most hits filed as inhibitors; further: potency means the concentration at half of the fitted maximal effect; on the % scale 0 is the no-effect control and ±100 the full control effect
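After 44 h co-culture of compound, cells and HCVcc-Cre (~0.5 moi), substrate is added for 15 min at room temperature and luciferase measured over 15 sec. Cells were seeded at 1,000/well and pre-cultured 4 h.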
Shiga inhibitor – A qHTS for Small Molecule Inhibitors of Shiga Toxin; inhibition, % at 38.7 µM; actives 9.2% (n = 290,000); Vero cells, Shiga toxin protein synthesis inhibition reporter; in the data active means inhibition mostly above about 28%, no sharp cut-off; inactive means mostly below about 43%; further: 0% is about no effect
Numbers without * were called inactive; i = inactive; ? = inconclusive; · = no result given; ! = not confirmed by another sample; [ ] = remark or other dose. Unless noted, the call rests on the fitted dose curve; in most records, active means well fitted curve in the direction sought with a large enough effect; inconclusive means small, poorly fitted or top-dose-only effect, or another doubt; inactive means no such curve, though single readings can be large; an effect the other way counts as inactive or inconclusive.

The line under a structure holds: Pf growth 96h	Shiga inhibitor	Cycloheximide cs	Pf growth 48h	Giardia FBPA inh	HCV inhibitor
1: CCn1c(SCC(=O)N/N=C(/C)c2ccncc2)nc2ccccc21
 : ?	11	-2	-14%	-1%	6%
2: CC1=CSC2=NC(C(F)(F)F)(C(F)(F)F)NC(=O)N12
 : 33%	-12	1	6%	-1%	-3%
3: CCOC(=O)COc1ccc2c(C)cc(=O)oc2c1C(=O)c1ccccc1
 : 59%	-12	7	-7%	2%	1%
4: COc1ccc(C2=NOC(C(=O)NCCCN3CCOCC3)C2)cc1 (stereo unspecified)
 : 54%[activator]	-18	-3	11%	0%	0%
5: Cc1ccccc1-c1ccc(C(=O)O)s1
 : ·	i	27	·	?	·
6: CC(=O)c1ccc(NC(=O)CNc2cc(S(=O)(=O)N3CCOCC3)ccc2N2CCCC2)cc1
 : ?	·	·	?	·	?
7: CCNc1nc(NCc2ccccc2)nc(Oc2ccc(=O)[nH]n2)n1
 : -20%	3	0	1µM*	3%	1%
8: O=C(c1ccc2c(c1)ncn2C1CCCCCC1)N1CCC2(CC1)OCCO2
 : ?	-7	1	?	0%	-10%
9: O=C(COC(=O)CCCNC(=O)c1ccc(Cl)cc1)Nc1ccc(Br)cc1
 : 37%	4	-1	21%	-1%	2%
10: O=C1N(c2ccccc2C(F)(F)F)OC1(Cc1ccccc1)c1ccccc1 (stereo unspecified)
 : ?	·	·	1µM*	·	-7%
11: CN1C2C=C3C(C#N)=C(N)C(C#N)(C#N)[C@@H](c4cccs4)C3C1CC2 (stereo partly specified)
 : 124%[activator]	-4	7	-16%	?	14%
12: N/C(=N\OC(=O)c1ccc2ccccc2c1)c1ccccc1Cl
 : 25%	176*	51*	?	·	?
13: Cc1ccc(CNC(=O)C23CN(Cc4ccccc4)CC2C(c2ccc([N+](=O)[O-])cc2)=NO3)cc1 (stereo unspecified)
 : ?	16	3	12µM*	2%	-71%
14: Cc1nn(-c2ccccc2)c(N)c1N=Nc1ccc2ccccc2c1
 : 91%[activator]	56*	39*	87%[activator]	0%	-29%
15: COc1ccccc1-n1c(C)nc2cc(C(=O)NCCN3CCOCC3)ccc21
 : ?	-4	-1	-1%	-2%	14%
16: CCOC(=O)c1c(C)n(C)c2cc(OCCN(CC)CC)ccc12
 : ·	3	-3	2%	1%	?
17: Cc1nnc2c(NC3CCCC3)nc3ccccc3n12
 : ?	-14	4	-16%	-4%	?
18: Cc1cccc(Nc2ccc([N+](=O)[O-])cn2)c1
 : 15%	63*	25*	?	3%	-10%
19: CCOC(=O)C1CCN(C(C)=C2C(=O)c3ccccc3C2=O)CC1
 : 6%[5.75 µM]	18	30	9%	-18%	13%
20: O=C(Cn1ccc2ccccc2c1=O)N1CCN(c2cccc(Cl)c2)CC1
 : 0%	-7	1	-2%	2%	2%
21: CCC(=O)Nc1ccc2c(c1)ncn2C
 : ?	5	-2	21%	0%	13%
22: Cc1ccc(OCCC(=O)OCC(=O)N2CC(=O)Nc3ccccc32)cc1
 : -3%	·	·	-30%	·	21%
23: Cc1nnc(NC(=O)c2ccc(S(=O)(=O)N3CCOCC3)cc2)s1
 : 3%	14	-1	-1%	0%	13%
24: CC(=O)NC1Sc2ccccc2N=C1c1ccccc1 (stereo unspecified)
 : ?	111*	43*	175%[activator]	-18%	?
25: Cc1cc(C)cc(NC(=O)CSc2nncn2-c2ccccn2)c1
 : 158%[activator]	-9	12	3%	-1%	7%
26: O=C(c1cccc(Br)c1)N1CCN(C2=NS(=O)(=O)c3ccccc32)CC1
 : 24%	-6	-3	?	2%	-4%
27: COC(=O)c1ccccc1NC1c2ccccc2C(=O)N1c1cccnc1 (stereo unspecified)
 : -14%	-6	-3	?	3%	-1%
28: Cc1cccc(CNC(=O)CCCn2nc(C)c3c(C)n(-c4ccccc4)nc3c2=O)c1
 : ?	-11	7	?	·	-7%
29: O=C(O)c1ccccc1C(=O)Nc1ccccn1
 : -30%	11	8	34%[activator]	-3%	10%
30: O=C(CSc1nnc(CCCN2C(=O)c3cccc4cccc(c34)C2=O)n1-c1ccccc1)NCCCO
 : 28%	-7	-3	?	9%	24%
31: CC1(C)Cc2cccc(OCC(=O)NCCc3ccc(S(N)(=O)=O)cc3)c2O1
 : ?	·	·	-29%	·	5%
32: COc1cc(CNC(=O)CCn2nc(C)c3c(C)n(-c4ccccc4)nc3c2=O)cc(OC)c1OC
 : ?	-1	-3	-19%	·	-11%
33: CCC(C)(C)NC(=O)C(c1cccn1C)N(C(=O)Cn1nnc2ccccc21)c1ccc(OC)cc1 (stereo unspecified)
 : -4%	32	-3	12µM*	2%	-4%
34: Cc1ccc(SCCOCCN2CCc3ccccc3C2)cc1
 : -29%	-5	-2	7%	-8%	?
35: COC(=O)C1=C(c2c(C)noc2C)C[C@@H]2CC[C@H]1N2C(=O)NCCOc1ccc(OC)cc1
 : ?	·	·	-21%	·	8%
36: COc1ccc(/C=C/C=N/NC(=O)COc2ccc(OC)cc2)cc1
 : -21%	43*	17	-7%	1%	5%
37: CC(C)CCN1CCN(C/C=C/c2ccco2)CC1CCO (stereo unspecified)
 : ?	-7	2	-6%	-17%	9%
38: O=C1N(c2ccccc2)c2ccccc2C1(O)C(F)(F)F (stereo unspecified)
 : 20%	-10	-1	18%	-7%	0%
39: CC(c1ccccc1)N1C(=O)/C(=C/c2ccncc2)SC1=S (stereo unspecified)
 : ?	-6	1	?	-12%	?
40: N#Cc1c(Nc2ccccc2)c(/C=N/NCCO)c[nH]c1=O
 : ?	-11	7	-10%	-20%	?
41: Nc1ccc2[nH]ncc2c1
 : ?	-9	-3	-23%	?	-11%[8.37 µM]
42: CN1Cc2cc(C(=O)c3ccccc3O)cnc2NC1=O
 : ?	14	11	?	7%	-28%
43: CCOc1ccc(NC(=O)c2cc3ccccc3cc2O)cc1
 : 1.9µM*	60*	30*	1µM*	-5%	?
44: CC(=O)Nc1ccc(S(=O)(=O)Nc2nnc(CC(C)(C)C)s2)cc1
 : ?	76*	22*	-3%	-4%	16%
45: COc1ccc(CCn2c(Br)nc3c2c(=O)[nH]c(=O)n3C)cc1
 : 22%	14	-3	23%	3%	-12%
46: COc1ccc(Nc2nc(Cl)nc(NCc3ccco3)n2)c(OC)c1
 : -4%	-21	-10	15%	4%	-23%
47: O=Cc1ccc(OCc2cccc(C(F)(F)F)c2)cc1O
 : 33%[activator]	11	12	19%	3%	16%
48: N#Cc1ccc(NCCc2ccccn2)c([N+](=O)[O-])c1
 : 57%[activator]	-1	8	49%[activator]	1%	2%
49: O=C(CSc1nnc(-c2ccncc2)n1CCc1ccccc1)N1CCCC1
 : -10%	5	15	10%	5%	·
50: Cc1nn(-c2ccccc2)c(Cl)c1C(=O)N1CCN(c2ncnc3c2cnn3-c2ccccc2)CC1
 : ?	-17	-6	?	-4%	2.2µM*
51: Cc1ccc2c(c1)N(CC(=O)N1CCN(C3CCCCC3)CC1)C(=O)CO2
 : -15%	-7	0	-2%	-16%	29%
52: Cc1ccc(-c2nnc(-c3ccc(NC(=O)c4ccco4)cc3)o2)cc1
 : ?	19	2	-29%	0%	12%
53: COc1ccccc1/C=C\C=N\n1c(-c2ccc(Cl)cc2Cl)n[nH]c1=S
 : 0%	-5	-3	-5%	17%	4%
54: CC(=O)c1ccc(N2CCN(C(=O)Cc3n[nH]c(=O)c4ccccc34)CC2)cc1
 : ?	13	-1	?	-3%	0%
55: O=C(NC1CCCCC1)C(c1ccncc1)N(C(=O)c1csnn1)c1ccccc1F (stereo unspecified)
 : -13%	-4	-2	19%	-2%	14%
56: OCC1(Cc2ccc(Cl)cc2)CCN(Cc2ccc(F)c(F)c2)CC1
 : ?	-11	-4	?	3%	?
57: COC1CCCN(Cc2c(C(=O)N3CCN(C4CCCCC4)CC3)nc3ccccn23)C1 (stereo unspecified)
 : 0%	12	-4	?	·	-9%
58: CCCCCC(=O)Nc1ccc(N2CCN(CC)CC2)c(Cl)c1
 : 11%	103*	60*	9%	-15%	22µM*
59: O=c1[nH][nH]c(-c2ccccc2)c1C=Nc1ccccc1Cl
 : 53%[activator]	-9	-3	3%	1%	13%
60: CC1CN(C(=O)C(C)N2CCN(c3ccccc3Cl)CC2)CC(C)O1 (stereo unspecified)
 : -22%	-6	2	4%	7%	?

Other structures:
The line under a structure holds: Pf growth 96h	Shiga inhibitor	Cycloheximide cs	Pf growth 48h	Giardia FBPA inh	HCV inhibitor
61: O=C(N1CCCCCC1)N1CCN(C(=O)N2CCOCC2)CC1
 : ·	22	-2	22%	10%	14%
62: COc1cccc(/C=C/C(=O)N2CCN(S(=O)(=O)c3ccccc3)CC2)c1OC
 : ?	-5	-3	159%[activator]	-1%	-5%
63: COC(=O)C1CCN(C(=O)COc2ccc(Cl)cc2)CC1
 : ?	24	5	30%[activator]	-1%	20%
64: Cc1[nH]oc(=O)c1N=Nc1ccccc1
 : 19%	3	-1	33%[activator]	-26%	2%
65: Cc1ccc(NC(=O)Cc2cn(C)c3ccccc23)cc1F
 : 13%	49	14	?	-9%	?
66: Cc1ccc(NC(=O)Nc2ccc3c(c2)OCO3)cc1F
 : 37%[activator]	90*	73*	77%[activator]	5%	5%
67: O=C(CCn1c(=O)oc2ccccc21)NCCN1CCOCC1
 : 9%	18	4	73%[activator]	14%	7%
68: NC(=O)Nc1ccc(C(=O)OCC(=O)Nc2sccc2C(N)=O)cc1
 : -11%	·	·	50%[activator]	·	4%
69: Nn1c(Nc2ccccc2)nc2sc3c(c2c1=O)CCCC3
 : 5%	43	21*	9%	-12%	?
70: O=C1C(C=NCc2ccco2)=C(O)c2ccccc21
 : 207%[activator]	79*	25*	78%[activator]	-7%	2%
71: CN(Cc1ccccc1)C(=O)CNC(=O)Cn1cnc2ccccc2c1=O
 : ?	-13	-5	-12%	4%	12%
72: Cc1ccc(C2C3=C(CCCC3=O)Nc3[nH]c(=S)[nH]c(=O)c32)cc1 (stereo unspecified)
 : -2%	-2	-1	0%	?	18%
73: COc1ccc(CCNS(=O)(=O)CCNC(=O)c2ccc3c(c2)OCO3)cc1OC
 : ?	·	·	36%[activator]	·	-8%
74: COc1cc(NC(=S)NCCCN2CCOCC2)c(OC)cc1Cl
 : 52%[activator]	-2	-4	-10%[5.75 µM]	7%	-7%
75: O=C(Nc1ccc(S(=O)(=O)N2CCCC2)cc1)c1ccc(Br)o1
 : 25%	29	-3	?	-2%	-5%
76: CCCOc1cc(N)ccc1C(=O)OCCN(CC)CC
 : 0.72µM*!	·	·	15%	-3%[21.7 µM]	25%
77: Cc1ccc(Cn2c(NC(=O)c3ccco3)nc3ccccc32)cc1
 : ·	-6	12	?	?	-3%
78: Cc1ccc(S(=O)(=O)N2CCN(S(=O)(=O)N3CCCCCC3)CC2)cc1
 : ?	0	0	39%[activator]	5%	3%
79: Cc1ccc(-n2c(=S)[nH]c3sc4c(c3c2=O)CCc2ccccc2-4)cc1
 : 2%	-10	0	17%	7%	-1%
80: COC(=O)c1ccc(/C=N/NC(=O)CCSc2nc3ccccc3s2)cc1
 : 3%	-11	-2	4%	0%	5%
81: COc1ccc(/C(O)=C2/C(=O)C(=O)N(Cc3ccco3)C2c2cccs2)cc1 (stereo unspecified)
 : 83%[activator]	-1	-6	25%	?	3%
82: O=C(CNc1ccccc1)NN=C1CCCC1
 : 9%	4	-1	-6%	4%	28%

Quoted at random: 2 compounds from above.
The line under a structure holds: Pf growth 96h	Shiga inhibitor	Cycloheximide cs	Pf growth 48h	Giardia FBPA inh	HCV inhibitor
75: O=C(Nc1ccc(S(=O)(=O)N2CCCC2)cc1)c1ccc(Br)o1
 : 25%	29	-3	?	-2%	-5%
81: COc1ccc(/C(O)=C2/C(=O)C(=O)N(Cc3ccco3)C2c2cccs2)cc1 (stereo unspecified)
 : 83%[activator]	-1	-6	25%	?	3%

Screens: PubChem BioAssay, National Center for Advancing Translational Sciences (NCATS)
